Autophagy HCS: autophagy modulators in MEF cells, primary screen, imaging, high-content, MEF GFP-LC3. MEF GFP-LC3 puncta imaging; test concentration mostly 10 µM. calls only at 10 µM (by protocol). 0.98% of 190,000 active;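 active = percentage of spot-positive cells more than 3 SD above its plate mean, without a fluorescence outlier flag or 80% toxicity; inconclusive = no clear call, values can overlap the other calls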;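 also: spot-positive cell cutoff set from DMSO-treated cells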
Ins promoter up: insulin promoter activators in MIN6 cells, imaging, high-content screening, mouse beta cells. MIN6 insulin promoter-GFP reporter; hits give high values. z-score at 5 µM. 0.3% of 190,000 active. AID 1625, 2009;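 active = z-score above 3 at 5 µM with at least 500 cells counted in the well; inconclusive = wells under 500 cells, flagged as cytotoxic or low count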
MT stabilize HCS: microtubule stabilizers in HeLa cells, primary screen, imaging, high-content imaging | HeLa tubulin immunostaining HCS, 24 h; share of cells brighter than vehicle mean+2SD | % tubulin-high responders, % at 10 µM | 0.83% of 200,000 active;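 active = plate Z-score above 3 for both tubulin-high and condensed-nucleus cell shares, with cell loss under 80%, at 10 µM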;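 also: anti alpha tubulin signal scored within the nucleus-defined area of each cell; some results filed as inactive read as strong as hits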
UTI89 phage lysis: inhibition of K1F phage lysis, E. coli UTI89, bacterial capsule biogenesis inhibitors, alamar blue (AID 488966); 0.02% of 340,000 active; E. coli UTI89 K1F phage lysis, alamar blue, 2 h; higher % means a stronger effect; inhibition, % at 100 µM; hits with a dose series show IC50 in µM;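 active = phage lysis inhibition, versus mean bacterial control, above a set limit; inconclusive = no clear call, values can overlap the other calls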;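 also: capsule biogenesis inhibitors block K1F phage lysis so surviving cells raise fluorescence; higher fluorescence means more inhibition of phage lysis; actives were called in the ten point dose series up to 300 µM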
bCat nuc transl: modulators of beta-catenin nuclear translocation, primary screen, imaging, HeLa cells, immunofluorescence, high-content | nuclear translocation activity, % at 5 µM | 0.3% of 190,000 active | AID 1665, 2009;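 active = nuclear translocation activity above 50% at 5 µM, with a well cell count of 50 or more; inconclusive = wells under 50 cells across six images, flagged as toxic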;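 also: per-cell ratio of nuclear to cytoplasmic median beta-catenin stain intensity; plate controls were DMSO negative control for no effect and GSK-3 inhibitor IX positive control for full effect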
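Assay system: human HeLa cells, native beta-catenin; doses: 5 µM primary, 0.02–20 µM confirmation; incubation: compound treatment 24 h, 37°C, 5% CO2; technique: fluorescence imaging of beta-catenin antibody stain plus DAPI; measure: % activation, nuclear-to-cytoplasmic median beta-catenin signal ratio per cell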
M1AAP inhibition: P. falciparum M1AAP inhibitors, biochemical, fluorogenic H-Leu-NHMec substrate, 1536-well (AID 1445); Aminopeptidase N (Plasmodium falciparum (isolate 3D7)); recombinant M1AAP, H-Leu-NHMec fluorogenic kinetic assay; higher % means a stronger effect; one-dose inhibition, % at 30 µM; IC50 in µM for titrated hits; 0.42% of 220,000 active;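 active = primary inhibition above the hit cutoff, then over 50% inhibition at one or more dose response concentrations, cut at about 23% in these data, passing the limit was not always enough; inconclusive = conflicting primary data, or primary hits not chosen for dose response; inactive = low primary inhibition, or under 50% at every dose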;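 also: plate controls were DMSO full reaction for no effect and no enzyme background for full effect; strong numbers were not always called active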
Dynein cargo inh: inhibitors of GR-EGFP nuclear translocation, primary screen, dynein cargo transport inhibitor project, imaging, high-content, 3617.4 mouse cells; test concentration mostly 20 µM; stimulated with dexamethasone, 1 µM; hits give low values; z-score, hits read low; 0.47% of 220,000 active; AID 1381, 2008;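 active = plate z-score of nuclear minus cytoplasmic receptor signal below a set negative limit, without overly bright fluorescence or cell loss, cut at about -3.5 in these data, passing the limit was not always enough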;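 also: z-score of nuclear minus cytoplasmic ring GR-EGFP intensity difference per well; some compounds called inactive have numbers as strong as hits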
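Buffer or medium: tet-free, stripped-serum medium; Also added: dexamethasone, 1.0 µM final; Technique: high-content fluorescence imaging after fixation; Times: 48 h induction, 1 h compound, 30 min dex at 37 °C; Read-out: per-cell GR-EGFP intensity, nucleus versus surrounding cytoplasmic ring, well-averaged.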
ER stress rescue: rescue of cells from ER stress-induced death, primary screen, 384-well, CSM14.1, thapsigargin, ATP luminescence (AID 1222); CSM14.1 thapsigargin-induced death rescue, ATP luminescence; higher % means a stronger effect; cellular ATP content (survival), % at 20 µM; hits with a dose series show EC50 in µM; 190,000 tested, under 10 active;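 active = EC50 below 50 µM in the dose-response confirmation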;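 also: death triggered by thapsigargin at about 15 µM added after 2 h compound pretreatment; cell ATP read after overnight thapsigargin exposure of roughly 18 to 22 hours; normalized against plate controls of thapsigargin alone and 5% DMSO vehicle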
M17LAP inhibition: P. falciparum M17LAP inhibitors, primary screen, biochemical, fluorogenic H-Leu-NHMec substrate, 1536-well (AID 1619) | Leucine aminopeptidase (Plasmodium falciparum (isolate 3D7)) | recombinant M17LAP, H-Leu-NHMec fluorogenic kinetic assay; higher % means a stronger effect | inhibition, % at 30 µM; hits with a dose series show IC50 in µM | 0.38% of 220,000 active;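 active = compound inhibiting the enzyme by more than half at any dose during confirmatory dose-response retesting; inconclusive = strong single-dose inhibitors picked by rank but not retested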;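 also: plate controls were full reaction with DMSO carrier for no effect and no enzyme background for full effect; strong numbers were not always called active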
Dynein cargo inh cytoplasmic EGFP: also measured in Dynein cargo inh; calls as there; z-score; measured here: cytoplasmic GR-EGFP intensity; hits give high values
Dynein cargo inh nuclear GR-EGFP: further read-out of Dynein cargo inh, marked with its call; z-score; measured here: nuclear GR-EGFP intensity;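 lower value marks the stronger effect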
Dynein cargo inh cell count: recorded beside Dynein cargo inh, whose call it bears; z-score; measured here: cell count per field
Ins promoter up cell count: recorded beside Ins promoter up, whose call it bears; cell count; measured here: cytotoxicity, nuclei count;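 total cells summed across four imaged fields per well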
bCat nuc transl cell count 5 µM: also measured in bCat nuc transl; calls as there; cell count; measured here: cell count, cytotoxicity flag
MT stabilize HCS Hoechst-high %: further read-out of MT stabilize HCS, marked with its call; % Hoechst-high responders; measured here: nuclear condensation Hoechst responders;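 share of cells brighter than vehicle mean plus two SD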
MT stabilize HCS cytotoxicity %: second read-out of MT stabilize HCS, no call of its own (marks repeat the call); toxicity, %; measured here: cytotoxicity by cell density;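 0% = mean cell density of plate MIN control wells and 100% = no cells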
Autophagy HCS cell loss 18 h: recorded beside Autophagy HCS, whose call it bears; toxicity, %; measured here: cell loss, nuclei count;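 cell loss after 18 h compound exposure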
An asterisk follows results filed as active; i = inactive; ? = inconclusive; . = not tested or not shown; [ ] = another dose, or the depositor's remark. Outcome played no part in choosing rows. About 2.9% of those tested had a hit in this group.

Second line of a record: Autophagy HCS	Autophagy HCS cell loss 18 h	Ins promoter up	Ins promoter up cell count	MT stabilize HCS	MT stabilize HCS Hoechst-high %	MT stabilize HCS cytotoxicity %	UTI89 phage lysis	bCat nuc transl	bCat nuc transl cell count 5 µM	M1AAP inhibition	Dynein cargo inh	Dynein cargo inh cytoplasmic EGFP	Dynein cargo inh nuclear GR-EGFP	Dynein cargo inh cell count	ER stress rescue	M17LAP inhibition
#1 Cc1nc(-c2ccccc2)cn(O)c1=O
 : i	9.0	1.49	1197	2.8	2.1	7.0	-2.1%	-2.0	1102	18.7%	1.4	0.0668	0.716	-0.444	3.2%	14.6%
#2 CCn1c(O)c(C=Nc2ccccc2)sc1=S
 : i	31.9	0.92	1259	2.6	1.9	4.2	.	0.2	1117	-0.2%	0.384	-0.106	0.415	-0.462	15.8%	1.9%
#3 CN(CCO)c1ccc([N+](=O)[O-])cc1C(=O)O
 : i	-36.4	0.13	1819	2.5	2.2	8.8	-1.8%	-0.3	1012	5.8%	1.88	-0.217	0.466	-1.17	-1.3%	15.3%
#4 CCCCN(C(=O)c1ccc(NC(=O)C(C)C)cc1)c1ccccc1
 : i	6.4	.	.	6.8	1.6	4.6	0.1%	0.6	1392	-2.0%	-0.659	-0.288	0.411	-0.375	-0.7%	1.4%
#5 CC1CCN(C(C(=O)Nc2ccc3c(c2)OCO3)c2ccccc2)CC1 (stereo unspecified)
 : i	-0.4	0.29	902	4.4	2.3	7.0	0.3%	0.5	1111	3.8%	-1.29	-0.0461	-0.724	-0.643	0.4%	0.6%
#6 CCCCOc1ccc(-c2cc(C(=O)NNC(=S)NCC)c3ccccc3n2)cc1
 : i	1.5	-0.75	782	4.2	2.1	2.7	?	-1.4	1200	-4.8%	0.179	-0.221	0.722	-0.299	-6.2%	-0.5%
#7 COC(=O)c1sc(N2C(=O)C(O)=C(C(=O)c3ccc(C)o3)C2c2ccc(F)cc2)nc1C (stereo unspecified)
 : i	-3.7	-0.77	1246	1.5	1.8	26.9	0.4%	-0.4	1123	0.6%	-0.357	0.964	0.557	-1.24	.	17.7%
#8 Nc1[nH]nc2nc(N3CCCC3)nc(-c3ccccc3)c12
 : i	14.3	.	.	2.5	2.5	4.8	0.8%	1.2	778	9.5%	-0.623	-0.25	0.289	0.368	0.4%	33.7µM*
#9 CS(=O)(=O)N(CC(=O)N1CCCCC1)C1CCCCC1
 : i	7.5	-0.03	936	4.6	3.4	7.3	0.2%	-0.1	1126	1.5%	-0.435	-0.207	0.0485	0.0246	-0.6%	13.0%
#10 CN(C)S(=O)(=O)Oc1ccc(C(=O)Nc2cccc(Cl)c2)cc1
 : i	15.3	-0.27	1372	3.3	2.2	6.5	0.2%	-0.1	1546	5.3%	-0.779	-0.285	-0.29	0.287	-2.1%	5.0%
#11 Cc1ccc(-c2cn(S(=O)(=O)c3ccc(C)cc3)nc2N)cc1
 : i	4.0	.	.	1.9	2.3	9.6	3.6%	.	.	-2.8%	-0.788	-0.158	-0.58	0.512	-0.5%	0.3%
#12 CCc1ccc(N=CC2=C(O)CC(c3ccco3)CC2=O)cc1 (stereo unspecified)
 : i	2.5	-0.43	903	1.3	1.5	4.8	-0.2%	.	.	0.7%	-0.0714	-0.156	0.0208	0.35	-1.3%	-1.5%
#13 CCOC(=O)N(C)c1ccc(C(O)(C(F)(F)F)C(F)(F)F)cc1
 : i	7.4	-0.05	1207	13.0	20.8	96.0	0.6%	.	.	-0.7%	0.763	-0.228	0.759	-0.415	.	11.7%
#14 COc1cc(OC)cc(C(=O)NCCCN2CCN(CCCNC(=O)c3cc(OC)cc(OC)c3)CC2)c1
 : i	0.1	-0.1	1392	1.8	3.8	8.0	1.8%[50 µM]	-4.7	623	3.7%	-0.111	-0.176	0.0742	-0.485	3.5%	-7.7%
#15 Cc1ccc(N(C(=O)c2ccn[nH]2)C(C(=O)NC2CCCC2)c2cccs2)cc1 (stereo unspecified)
 : i	-8.6	-0.07	1552	2.1	0.8	1.9	.	1.4	897	1.5%	1.05	-0.264	0.93	-1.02	0.8%	-6.8%
#16 O=S(=O)(Cc1ccccc1)NCC1CCCN(Cc2ccc3nonc3c2)C1 (stereo unspecified)
 : i	-17.8	-0.36	1471	2.0	1.6	9.4	0.1%	-0.8	1064	2.6%	0.395	-0.29	0.234	0.16	-2.0%	-8.3%
#17 Cc1ccc(Cn2c(SCC(=O)NCC3CCCO3)nc3c2c(=O)n(C)c(=O)n3C)cc1 (stereo unspecified)
 : i	1.1	0.6	1604	2.0	2.2	1.3	0.2%	-1.0	923	-2.9%	-0.318	-0.277	-0.229	0.903	0.0%	4.4%
#18 O=C(NCS(=O)(=O)c1ccccc1)c1ccccc1
 : i	15.1	0.81	1214	4.5	1.6	2.5	2.9%	-2.7	1002	-1.5%	0.776	-0.109	0.807	-1.39	0.4%	-8.6%
#19 COCCNC(=O)C1=C(N)C(C(=O)Nc2ccc(C)c(S(=O)(=O)N3CCCCC3)c2)SC1=Nc1ccc(C)cc1C (stereo unspecified)
 : i	-6.0	-0.29	621	3.0	2.2	6.8	1.6%	.	.	8.3%	-0.843	-0.279	-0.436	0.722	0.0%	-8.1%
#20 O=S(=O)(NCC1CCCO1)c1ccc2ccccc2c1 (stereo unspecified)
 : i	-0.8	-0.75	1248	5.4	2.3	11.2	2.7%	0.6	1118	6.6%	-0.235	-0.204	0.0877	0.0521	5.0%	5.8%
#21 CCOc1cc(N2CCOCC2)c(OCC)cc1NC(=O)c1cc(C)cc(C)c1
 : i	21.1	-0.15	1306	1.7	1.8	4.7	0.4%	1.7	1051	6.2%	0.133	-0.0861	0.000346	-0.665	-0.1%	3.4%
#22 Cc1ccc(-c2nn(-c3ccccc3)cc2C(=O)O)o1
 : i	-5.3	0.66	1189	1.2	1.8	6.8	.	-1.8	1066	5.7%	-1.13	-0.0944	-0.679	0.608	1.7%	26.9%
#23 Cn1c(N)c(C(=O)COC(=O)COc2ccc3ccccc3c2)c(=O)n(C)c1=O
 : i	-9.6	0.14	1304	2.1	2.6	6.0	0.1%	-0.9	1114	-0.6%	-0.423	-0.233	-0.106	1.2	1.2%	-8.0%
#24 N/C(=N\N=C\c1cccc([N+](=O)[O-])c1)c1nonc1N
 : .	.	0.3	925	.	.	.	.	3.9	1124	1.7%	0.0441	-0.22	0.4	0.973	.	-11.4%
#25 COc1ccccc1NC(=O)CSc1nnc(C)n1CC1CCCO1 (stereo unspecified)
 : i	-8.9	-0.08	1206	2.6	1.9	3.8	-0.1%	1.4	1012	-1.4%	-0.306	0.35	-0.434	1.29	0.3%	3.6%
#26 CC(/C=C\C=C\c1ccccc1)=N\NC(=O)c1cncc(Br)c1
 : i	-3.4	.	.	7.9	2.4	0.0	0.1%	1.1	1073	12.4%	-0.48	-0.285	-0.273	-0.148	-0.5%	7.3%
#27 COc1ccccc1Oc1nc([N+](=O)[O-])nn1CC(N)=O
 : i	5.9	-0.62	1439	1.3	1.9	10.4	0.0%	0.7	1506	4.0%	-0.461	-0.28	-0.118	0.579	-1.5%	-0.3%
#28 CN(C)c1ccc(/C=N/N=C2/SC(CC(=O)O)C(=O)N2c2ccc(O)cc2)cc1 (stereo unspecified)
 : i	-6.7	0.09	1421	1.9	2.3	3.1	2.5%	-0.2	1515	13.9%	-0.201	-0.0215	-0.22	0.437	-0.5%	-3.5%
#29 CCc1nnc(NC(=O)C2CCCO2)s1 (stereo unspecified)
 : i	-9.3	.	.	1.2	1.4	0.1	-0.1%	-0.3	1532	-2.8%	2.19	2.8	1.54	-1.34	-1.5%	-3.4%
